High-throughput results from PubChem BioAssay.
RGS4 inh = human RGS4 inhibition. B-score at 10 µM. 0.45% of 310,000 active. HEK293 M3R/RGS4 inducible, Fluo-4 calcium flux; active compounds read high; triggered by carbachol at its EC20. P49798;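 active = B-score, a plate-corrected calcium signal, over three deviations above library mean, with baseline fluorescence within five deviations of library mean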;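 note: RGS4 expression induced by doxycycline in cells with stable M3 receptor; B-score is computed from the integrated fluorescence ratio over baseline after carbachol; higher B-score means a larger calcium signal and so more RGS4 inhibition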
MrgX1 agonist = agonists of human MrgX1 receptor | B-score at 10 µM | 0.44% of 310,000 active | MrgX1-HEK293 cells, Fluo-4 calcium fluorescence, agonist mode; active compounds read high;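 active = calcium response B-score plate-corrected fluorescence ratio at least 3 library SD, with starting fluorescence B-score inside 5 SD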
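Material: MrgX1-expressing HEK293 cells; input: 15,000 cells per well; doses: test compound given as first of three sequential additions; schedule: overnight plating before 1 h dye loading; technique: Fluo-4 NW calcium-flux fluorescence, kinetic read; evaluation: baseline-normalised fluorescence change ratio, B-scored; control set: plate-wise positive and negative controls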
HDAC3 inh = blocks human histone deacetylase 3; inhibition, % at 8.3 µM; AID 2718; 0.15% of 320,000 active; recombinant HDAC3, fluorogenic peptide/trypsin coupled, fluorescence; O15379; in the data active = inhibition above about 26%, passing the limit was not always enough; inconclusive = no clear call, values can overlap the other calls
MrgX1 antagonist = antagonists of human MrgX1 receptor; Q96LB2; MRGX1-HEK293 calcium flux, Fluo-4, BAM8-22 antagonism; active compounds read low; B-score at 10 µM; 1.3% of 310,000 active;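 active = calcium-response B-score plate-corrected more than 3 library SD below zero, starting fluorescence within 5 deviations, no agonist response on first addition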;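 note: peak minus trough fluorescence over baseline after final BAM8-22 challenge near maximal dose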
SKKanGAS inh = SKKanGAS growth inhibition. 1.3% of 300,000 active. AID 1662. inhibition, % at 7.5 µM. S. pyogenes SKKanGAS, kanamycin growth, BacTiter-Glo, 6 h;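 active = mean replicate score, as percent of positive control median, at least 50; inconclusive = mean below 50 but one replicate at or above 50; inactive = mean and every replicate below 50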;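 note: strain carries kanamycin resistance gene driven by streptokinase promoter and grows in 40 µg/ml kanamycin; loss of luminescence reflects streptokinase promoter inhibition or plain growth inhibition; 0% = median of DMSO wells and 100% = positive control at its reference dose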
TRPC6 inh = inhibitors of mouse TRPC6 channel; Q61143; HEK293-TRPC6, membrane potential dye, ACh-evoked depolarization; active compounds read low; B-score at 10 µM; 1.1% of 310,000 active; AID 2553;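 active = B-score under library mean minus 3 SD, initial fluorescence not abnormally high, positive integrated signal ratio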;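 note: B-score derived from integrated fluorescence ratio over the kinetic read; more negative B-score means stronger inhibition of depolarization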
MrgX1 allo act = human MrgX1 positive allosteric modulation, primary screen. B-score at 10 µM. 0.63% of 310,000 active. MrgX1-HEK293, Fluo-4 calcium flux, FDSS; active compounds read high. AID 588675. Q96LB2;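 active = plate-corrected calcium response at least 3 library SD above typical, normal starting fluorescence, not activating the receptor alone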;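 note: compound read alongside a low EC10 to EC30 dose of BAM8-22 agonist; peak minus trough fluorescence over baseline measured at the second addition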
TRPC6 act = mouse TRPC6 channel activation; Q61143; HEK293-TRPC6 membrane potential dye fluorescence; active compounds read high; B-score at 10 µM; 0.13% of 310,000 active; AID 2550;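 active = B-score of the integrated fluorescence ratio above library mean plus 3 SD, and starting fluorescence ratio within library mean plus 5 SD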;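 note: higher score means more depolarization so channel activation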
TMEM16A act = mouse TMEM16A channel activation, primary screen. HEK293 TMEM16A/YFP-H148Q/I152L, iodide quench fluorescence; active compounds read low. B-score at 10 µM. 0.3% of 340,000 active. AID 623877;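 active = fluorescence-ratio B-score plate-corrected deviation score at least 3 library SD below zero, with starting fluorescence score within 5 deviations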;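 note: channel opened by trigger with iodide after compound preincubation; score built on the fluorescence ratio of max minus min over baseline; more negative score means more quench and so TMEM16A activation or potentiation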
Target sequence (Q8BHY3 whole entry, looked up): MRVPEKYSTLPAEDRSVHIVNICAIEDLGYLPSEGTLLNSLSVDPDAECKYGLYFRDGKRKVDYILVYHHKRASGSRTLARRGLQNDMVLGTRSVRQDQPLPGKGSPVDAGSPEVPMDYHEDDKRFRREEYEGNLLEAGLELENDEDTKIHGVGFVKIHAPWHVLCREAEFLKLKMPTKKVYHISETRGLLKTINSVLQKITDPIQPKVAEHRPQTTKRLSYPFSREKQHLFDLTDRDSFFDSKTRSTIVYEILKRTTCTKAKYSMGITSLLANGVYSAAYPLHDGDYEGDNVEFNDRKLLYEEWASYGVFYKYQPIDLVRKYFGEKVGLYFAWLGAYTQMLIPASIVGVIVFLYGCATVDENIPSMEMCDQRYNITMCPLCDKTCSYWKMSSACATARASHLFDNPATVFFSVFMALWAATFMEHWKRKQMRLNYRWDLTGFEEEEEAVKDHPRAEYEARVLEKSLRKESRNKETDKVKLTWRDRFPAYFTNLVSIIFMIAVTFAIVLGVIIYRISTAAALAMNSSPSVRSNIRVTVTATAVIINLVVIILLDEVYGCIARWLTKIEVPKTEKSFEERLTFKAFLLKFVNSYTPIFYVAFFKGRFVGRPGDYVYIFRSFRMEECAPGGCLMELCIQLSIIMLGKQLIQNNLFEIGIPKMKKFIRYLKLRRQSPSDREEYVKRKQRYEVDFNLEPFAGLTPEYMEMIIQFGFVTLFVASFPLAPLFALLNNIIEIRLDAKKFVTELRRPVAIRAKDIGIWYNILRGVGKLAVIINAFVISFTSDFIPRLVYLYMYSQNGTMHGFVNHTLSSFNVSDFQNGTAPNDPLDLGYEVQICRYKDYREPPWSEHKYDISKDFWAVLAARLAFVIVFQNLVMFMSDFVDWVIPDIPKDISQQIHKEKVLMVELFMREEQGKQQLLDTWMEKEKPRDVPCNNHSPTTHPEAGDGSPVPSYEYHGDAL
RGS4 pot = potentiators or activators of RGS4; HEK293 M3R/inducible RGS4, carbachol calcium flux Fluo4; active compounds read low; B-score at 10 µM; 0.92% of 310,000 active;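 active = B-score of the integrated calcium signal more than 4 SD below the library mean, with starting fluorescence not abnormally high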;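 note: negative B-score means reduced calcium response which marks RGS4 activation or potentiation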
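test system = M3R-expressing HEK293 line, RGS4 induced by doxycycline | probe or stimulus = carbachol at ECmax as muscarinic agonist stimulus | timing = dye loading 30 min 37 °C, buffer rest 30 min RT | signal = calcium dye Fluo4 fluorescence | evaluation = B score from integrated fluorescence ratio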
ANO1 block = blocks the mouse calcium-activated chloride channel TMEM16A; Q8BHY3; 1.2% of 310,000 active; AID 588511; HEK293 TMEM16A/YFP iodide influx fluorescence, ionomycin; normalized B-score (activity score, 25-100; higher = stronger inhibition) at 10 µM;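 active = ratio plate-corrected score three or more library SD toward inhibition, starting fluorescence score within five deviations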;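 note: score derived from kinetic fluorescence span divided by baseline fluorescence per well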
The depositor's hits bear a star; i = inactive; ? = inconclusive; · = not tested or not shown.

SMILES	RGS4 inh	MrgX1 agonist	HDAC3 inh	MrgX1 antagonist	SKKanGAS inh	TRPC6 inh	MrgX1 allo act	TRPC6 act	TMEM16A act	RGS4 pot	ANO1 block
O=C(O)/C=C/c1ccc([N+](=O)[O-])o1	i	i	1.3	-5.2*	-17.9	i	i	i	i	i	i
COc1ccccc1NC(=O)c1cc(C(=O)Nc2ccccc2OC)cc(N2C(=O)CCC2=O)c1	i	i	4.6	i	2.7	i	i	i	i	i	i
CCOC(=O)C1=C(N)Oc2cc(O)ccc2C1c1ccc([N+](=O)[O-])cc1 (centres undefined)	i	i	14.8	i	0.2	i	i	i	i	i	i
Cc1ccc(C(N)=O)cc1S(=O)(=O)Nc1cccc(C)c1C	i	i	3.2	i	0.0	i	i	i	i	i	i
O=C(COc1ccccc1)Nc1cccc2c1CCCC2	i	i	1.4	i	-4.3	i	i	i	i	i	i
c1ccc(-c2oc3ncnc(NCCCn4ccnc4)c3c2-c2ccccc2)cc1	i	i	-23.5	-5.44*	?	i	i	i	i	i	100*
COC(=O)c1cc(Br)c(=O)n(-c2ccccc2F)c1	i	i	-1.5	i	-1.0	i	i	i	i	i	i
CCOc1ccc(NC(=O)C2CC(=O)N(C)C(=Nc3ccc4c(c3)OCO4)S2)cc1 (centres undefined)	i	i	4.5	i	-1.2	i	i	i	i	i	i
CCOC(=O)Cc1csc(NC(=O)CSc2nnc(-n3nc(C)cc3C)c3ccccc23)n1	i	i	3.6	i	-0.8	i	i	i	i	i	i
CCOc1ccccc1NC(=S)N(CCOC)C1CCN(C(C)=O)CC1	i	i	6.2	i	2.9	i	i	i	i	i	i
COc1ccc(NC(=O)c2cc([N+](=O)[O-])ccc2N2CCCCC2)cc1	i	i	4.1	i	1.9	i	i	i	i	i	i
Cc1ccc(S(=O)(=O)CCc2nc3ccccc3[nH]2)cc1C	i	i	0.6	-4.67*	0.5	i	i	i	i	i	i
COc1ccc2c(c1)c(/C=N/Nc1nc3ccccc3[nH]1)c(C)n2C	i	i	2.5	i	71.2*	-8.19*	i	i	i	i	i
CCCN(CCC(=O)Nc1cc(OC)cc(OC)c1)CC1CC1	i	i	2.5	i	1.3	i	i	i	i	i	i
O=C(O)CCc1ccc(-c2ccccc2)n1NC(=O)c1cccs1	i	i	-0.4	i	14.4	i	i	i	i	i	i
O=c1ccc2cc(S(=O)(=O)N3CCN(c4ccccc4F)CC3)ccc2[nH]1	i	i	-2.0	i	-9.1	i	i	i	i	i	i
Cc1ccc(CNC(=O)C2CCC(=O)N(CCc3ccccn3)C2)s1 (centres undefined)	i	i	3.0	i	-3.2	i	i	i	i	i	i
CN(C=C1C(=O)CC(C)(C)CC1=O)CCN1CCNCC1	i	i	1.2	i	1.2	i	i	i	i	i	i
COc1ccc(C(=O)NC2CCCc3c2cnn3-c2ccccc2F)o1 (centres undefined)	i	i	11.2	i	6.4	i	i	i	i	i	i
O=C(NCc1ccc2c(c1)OCO2)Oc1ccccc1	i	i	9.5	i	-0.3	i	i	i	i	i	i
CCOc1ccc(CN(C(=O)c2ccccn2)c2ccc(OC)c(Cl)c2)cc1	i	i	1.1	i	-2.9	i	i	i	i	i	i
CN1CCN(c2ccc(NC(=O)c3cccs3)cc2)CC1	i	i	-1.3	i	-5.4	i	i	i	i	i	i
CCOC(=O)CNc1c(-c2ccccc2)nc2ccc(Cl)cn12	i	i	-1.3	i	-6.5	i	i	i	i	i	i
CCCC(NS(=O)(=O)c1ccc(C)cc1)C(=O)O (centres undefined)	i	i	-0.9	i	2.2	i	i	i	i	i	i
CN(C)c1ccc(CNC2C3CC4CC(C3)CC2C4)cc1 (centres undefined)	i	i	-2.6	i	0.2	i	i	i	i	i	i
O=C(CSc1nc2ccccc2o1)Nc1nc(-c2ccccc2)c(-c2ccccc2)s1	i	i	-1.1	i	17.5	i	i	i	i	i	i
NS(=O)(=O)c1cc(C2(O)NC(=O)c3ccccc32)ccc1Cl (centres undefined)	i	i	-1.1	i	-4.6	i	i	i	i	i	i
COc1ccc(-n2nnnc2SCC(=O)Nc2ccccc2)cc1	i	i	-1.4	i	-2.9	i	i	i	i	i	i
Cc1cc(C2=NNC(=Nc3ccc(S(=O)(=O)N4CCOCC4)cc3)SC2)c(C)n1C	i	i	-1.0	i	1.5	i	i	i	i	i	i
COC(CNC(=O)CN1C(=O)COc2ccc(S(=O)(=O)N3CCOCC3)cc21)OC	i	i	·	i	-2.1	i	i	i	i	i	i
COc1ccc(-n2nnnc2SCC(=O)N2CCN(C(=O)c3ccco3)CC2)cc1OC	i	i	6.1	i	1.9	i	i	i	i	i	i
Cc1cc([N+](=O)[O-])nn1CC(=O)Nc1ccc(F)cc1	i	i	-3.3	i	0.5	i	i	i	i	i	i
Cc1cc(OC(C)C(=O)NCc2ccccn2)c2c(C)c(C)c(=O)oc2c1 (centres undefined)	i	i	1.8	i	-1.4	i	i	i	i	i	i
COc1ccc(OCc2cc(C(=O)NC3Cc4ccccc4C3)no2)c(Cl)c1	i	i	-3.4	i	-0.1	i	i	i	i	i	i
Cc1[nH]c(=O)[nH]c(=O)c1S(=O)(=O)N1CCN(c2ccccc2)CC1	i	i	-9.0	i	-3.3	i	i	i	i	i	i
Cc1cc(C)cc(N=c2c([N+](=O)[O-])nn(-c3ccc4c(c3)OCCO4)n2O)c1	i	i	?	i	9.9	i	i	i	i	i	i
CCSc1nnc(NC(=O)Cc2ccc(OC)cc2)s1	i	i	-4.3	i	6.5	i	i	i	i	i	i
CCN1CCc2c(sc(NC(=O)c3ccc(C(=O)c4ccccc4)cc3)c2C(N)=O)C1	i	i	9.0	i	2.9	i	i	i	i	i	i
CC(C)(C)c1ccc(S(=O)(=O)NCc2ccc(C(=O)NCC3CCCO3)cc2)cc1 (centres undefined)	i	i	·	i	-0.6	i	i	i	i	i	i
O=C(CSc1nnc(COc2ccccc2)o1)NC1CC2CCC1C2 (centres undefined)	i	i	4.0	i	-10.6	i	i	i	i	i	i
Cc1oc(-c2ccc(Cl)cc2)nc1CS(=O)CC(=O)NCc1ccco1 (centres undefined)	i	i	-1.2	i	-5.7	i	i	i	i	i	i
Cc1cccc(NC(=O)Cc2nnc(NC(=O)Nc3ccccc3F)s2)c1	i	i	-3.3	i	-18.8	i	i	i	i	i	i
Cc1occc1C(=O)NCc1ccccc1	i	i	-6.6	i	1.7	i	i	i	i	i	i
Cc1ccc(S(=O)(=O)N(C)c2ccccc2C(=O)Nc2ccc3c(c2)OCCO3)cc1	i	i	·	i	-9.0	i	i	i	i	i	i
CCOc1cc(/C=N/O)ccc1OCc1ccccc1F	i	i	-1.1	i	-0.1	i	i	i	i	i	i
COc1cc(C)c(CNc2ccc(OC)c(OC)c2)cc1C	i	i	-0.1	i	10.3	i	i	i	·	i	i
COc1ccc(CNC(=O)CSc2cccc3cccnc23)cc1	i	i	-7.9	i	-6.0	i	i	i	i	i	i
CC(C)=CCc1cc([C@@H]2CC(=O)c3ccc(O)c(CC=C(C)C)c3O2)ccc1O	i	i	7.5	i	86.0*	i	i	i	i	i	i
COC(=O)c1sccc1NC(=S)Nc1cc(C)ccc1OC	i	i	7.5	i	2.8	i	i	i	i	i	i
Cn1c(/C(C#N)=C2/CCCCCN2)nc2ccccc21	i	i	-1.8	i	3.8	-6.04*	8.34*	i	i	i	i

More entries follow.
SMILES	RGS4 inh	MrgX1 agonist	HDAC3 inh	MrgX1 antagonist	SKKanGAS inh	TRPC6 inh	MrgX1 allo act	TRPC6 act	TMEM16A act	RGS4 pot	ANO1 block
O=C(CCn1c(=O)oc2ccccc21)Nc1nccs1	i	i	3.2	i	-3.4	i	i	i	i	i	i
Cc1cc(=O)n2nc(N3CCC(C(=O)NCc4cccc(Br)c4)CC3)sc2n1	i	i	5.8	i	-5.4	i	i	i	i	i	i
Cc1ccc(NC(=O)Cn2c(C)cc(C)c(C#N)c2=O)c(Cl)c1	i	i	5.1	i	2.7	i	i	i	i	i	i
Cc1ccc(NC(=S)NC(NC(=O)c2ccccc2)C(Cl)(Cl)Cl)c(C)c1 (centres undefined)	i	i	·	i	16.3	i	i	i	i	i	i
COc1ccc(OCc2cc(C(=O)NCCN3CCCC(O)C3)no2)c(Cl)c1 (centres undefined)	i	i	-7.6	i	1.4	i	i	i	i	i	i
COc1ccccc1NC(=O)Nc1nc(CC(=O)NCc2ccc(F)cc2)cs1	i	i	1.2	i	5.5	i	i	i	i	i	i
COc1ccccc1N1CCN(CC(=O)Nc2cccc(F)c2)CC1	i	i	3.9	i	-3.7	i	i	i	i	i	i
Cn1c(=O)cc(OCC(=O)NCc2cccs2)c2ccccc21	i	i	-2.7	-7.13*	-10.9	i	i	i	i	i	i
C=CCn1cccc(C(=O)Nc2ccc(OC)c(Cl)c2)c1=O	i	i	5.6	i	-3.4	i	i	i	i	i	i
COc1cccc(-n2cc(CN(C)Cc3nc(Cc4cccc(F)c4)no3)cn2)c1	i	i	-3.6	i	-10.7	i	i	i	i	i	i
Cc1ccc2c(N)c(C(=O)N(c3ccccc3)c3ccccc3)sc2n1	i	i	5.4	i	-1.1	i	i	i	i	i	i
Cc1ccc(C(=O)NNC(=O)c2ccco2)cc1	i	i	-1.7	i	2.8	i	i	i	i	i	i
O=C(COC(=O)/C=C/c1ccc2c(c1)OCO2)Nc1ccccc1	i	i	10.0	i	-10.5	i	i	i	i	i	i
COc1ccccc1NC(=O)C(Cc1ccc(Cl)cc1)c1nn[nH]n1 (centres undefined)	i	i	-5.6	i	-5.6	i	i	i	i	i	i
Cc1ccc(-c2nnn(CC(=O)N(c3ccccc3)C(C(=O)NCC3CCCO3)c3cccs3)n2)o1 (centres undefined)	i	i	1.3	i	-16.9	i	i	i	i	i	i
COc1cc(/C=C2\SC(=S)N(NC(=O)c3cccc(O)c3)C2=O)ccc1O	i	i	5.9	i	1.0	i	i	i	i	i	i
COc1ccc(S(=O)(=O)n2cnc3ccccc32)cc1OC	i	i	-4.7	i	1.5	i	i	i	i	i	i
COc1cccc(Nc2ncc(C(=O)O)c3ccccc23)c1	i	i	2.8	i	1.0	i	i	i	i	i	i
